All columns: NCI-60 one-dose screen, growth in % after 48 h at 10 µM unless noted; 100 = growth as untreated, 0 = no growth, -100 = all killed.
SNB-75: SNB-75 CNS cancer; hit rate 5% among 79,000
U251: U251 CNS tumor cells; hit rate 5.4% among 80,000; AID 1794753
SF-268: SF-268 CNS cancer cells | hit rate 3.1% among 82,000
NCI-H23: NCI-H23 lung cancer; AID 1794731; hit rate 4% among 80,000
CAKI-1: CAKI-1 renal cancer. hit rate 4.7% among 75,000. AID 1794772
A498: A498 renal cancer cells. hit rate 5.4% among 76,000
SF-539: SF-539 CNS cancer | hit rate 6.8% among 81,000 | AID 1794752
SNB-19: SNB-19 CNS cancer cells; hit rate 2.5% among 81,000; AID 1794751
SF-295: SF-295 CNS cancer cells; hit rate 5.6% among 79,000; AID 1794758
Active calls of the source: *; / = no result given; & = joins results of further samples; ! = not confirmed by another sample; [ ] = remark or other dose. How the source made its calls: active means growth percent below 10; inactive means the rest.

SMILES | SNB-75 | U251 | SF-268 | NCI-H23 | CAKI-1 | A498 | SF-539 | SNB-19 | SF-295
CN(C)c1ccc(C(c2ccc(O)cc2)c2ccc(N(C)C)cc2)cc1 | 87 | 98 | 92 | 104 | 94 | 86 | 104 | 97 | 103
COC(=O)/C=C1\S/C(=N\NS(=O)(=O)c2ccc(C)cc2)N(Cc2ccccc2)C1=O | 73 | 94 | 101 | 91 | 93 | 83 | 102 | 98 | 99
COc1ccc(C2=CC(c3ccc4c(c3)OCO4)NC(=O)N2)cc1OC (stereo not given) | 85 | 94 | 94 | 97 | 85 | 105 | 94 | 94 | 100
CCOc1ccc(/C=C/C(=O)c2cccc(OCCCCOc3cccc(C(=O)/C=C/c4ccc(OCC)cc4)c3)c2)cc1 | 73 | 106 | 96 | 85 | 73 | 83 | 93 | 94 | 88
O=C1C(=O)c2c(nc3ccc(Cl)cn23)-c2ccccc21 | -88* | -100* | -95* | -45* | -95* | -100* | -100* | -100* | -80*
C#CCN[C@@H]1CCc2ccccc21 | 89&114 | 103&99 | 93&96 | 103&100 | 90&104 | 90&73 | 101&110 | 109&106 | 101&101
COc1ccc(-c2c(N)noc2-c2cc(OC)c3c(c2)OCCO3)cc1 | / | 26 | 27 | 1.5* | 45 | 2.3* | 4.2* | 46 | 13
O=C(CN(Cc1ccco1)C(=O)/C=C/c1cccc([N+](=O)[O-])c1)Nc1ccccc1C(F)(F)F | 82 | 95 | 93 | 88 | 102 | 100 | 88 | 85 | 67
O=C1c2ccccc2C[C@]12C(c1ccccc1)=NOS2=O (stereo not given in full) | 99 | 98 | 95 | 87 | 96 | 77 | 114 | 97 | 97
CCOC(=O)CC1(C(=O)OCC)c2[nH]c3ccccc3c2CCN1Cc1ccccc1 (stereo not given) | / | 93 | 84 | 81 | 88 | 103 | 95 | 98 | 89
OCCCc1n(Cc2ccc3ccccc3c2)c2ccccc2[n+]1Cc1ccc2ccccc2c1 | 20 | 14 | 23 | 19 | / | 46 | 18 | 3.3* | 33
CC(=O)C(N=Nc1ccc(S(N)(=O)=O)cc1)C(=O)Nc1ccc(Cl)cc1 (stereo not given) | 74 | 101 | 96 | 100 | 95 | 102 | 98 | 103 | 124
O=c1cc[nH]c2c(Cl)cccc12 | 69 | / | 104 | 78 | 56 | 101 | 94 | 102 | 97
CCC(CC)CS(=O)(=O)Nc1ccc(C(=O)O)cc1 | 95 | 95 | 98 | 100 | 101 | 100 | 112 | 106 | 104
CN(C)c1cccc2c(S(=O)(=O)Nc3ccc4nc(N)oc4c3)cccc12 | 68[2.15 µM] | 96[2.15 µM] | 79[2.15 µM] | 52[2.15 µM] | 72[2.15 µM] | 43[2.15 µM] | 89[2.15 µM] | 83[2.15 µM] | 59[2.15 µM]
Cn1cc(-c2cc3nc(-c4cn(C)c5ncc(Br)cc45)cc(N)n3n2)c2cc(Cl)ccc21 | / | -68* | 20 | -77* | -72* | -2.0* | -97* | -74* | -73*
O=c1cc(CC(O)(C(F)(F)Cl)C(F)(F)Cl)[nH]n1-c1ccccc1 | 122 | 92 | 108 | 101 | 105 | 105 | 107 | 96 | 94
Cc1cn([C@H]2C[C@H](N=[N+]=[N-])[C@@H](CO)O2)c(=O)[nH]c1=O | / | / | / | 110 | 101 | 57 | / | / | /
C#COc1cccc(Nc2ncnc3cc(NC(=O)[C@H](C)Cl)ccc23)c1 | 3.5*[6.25 µM] | 3.1*[6.25 µM] | 28[6.25 µM] | 18[6.25 µM] | 26[6.25 µM] | 2.1*[6.25 µM] | 0.5*[6.25 µM] | 19[6.25 µM] | 1.6*[6.25 µM]
COc1cc(CSc2nc3ccccc3c(=O)n2CCc2ccccn2)cc(OC)c1OC | 78 | 102 | 99 | 96 | 93 | 91 | 106 | 102 | 93
CCCCCCCCCCCCCCCC(=O)N(CCC#N)CCC#N | 95 | 97 | 93 | 93 | 84 | 102 | 99 | 103 | 82
O=C(CCCCC(=O)OC(CCC1CCCO1)CCC1CCCO1)OC(CCC1CCCO1)CCC1CCCO1 (stereo not given) | 90 | 87 | 96 | 100 | 105 | 105 | 107 | 103 | 116
Cc1nn(-c2ccc(F)cc2)c2ncnc(Oc3ccc(NC(=O)Nc4c(Cl)cccc4Cl)cc3)c12 | 90 | 96 | 93 | 102 | 97 | 99 | 94 | 100 | 102
Cc1ccc(Sc2sc(-c3ccccc3)nc2[P+](c2ccccc2)(c2ccccc2)c2ccccc2)cc1 | -3.7* | 14 | 16 | -12* | -14* | -44* | 12 | 10 | -21*
COC(=O)[C@]12CC[C@@H](/C(C)=N/O)[C@@H]1[C@H]1CC[C@@H]3[C@@]4(C)CC/C(=N/O)C(C)(C)[C@@H]4CC[C@@]3(C)[C@]1(C)CC2 | 74 | 90 | 80 | 86 | 49 | / | 88 | 92 | 91

Single entries from the list.
`CCC(CC)CS(=O)(=O)Nc1ccc(C(=O)O)cc1` – SNB-19 = 106
`Cc1cn([C@H]2C[C@H](N=[N+]=[N-])[C@@H](CO)O2)c(=O)[nH]c1=O` – NCI-H23 = 110
`OCCCc1n(Cc2ccc3ccccc3c2)c2ccccc2[n+]1Cc1ccc2ccccc2c1` – U251 = 14
`O=c1cc[nH]c2c(Cl)cccc12` – SNB-75 = 69
`Cc1ccc(Sc2sc(-c3ccccc3)nc2[P+](c2ccccc2)(c2ccccc2)c2ccccc2)cc1` – SF-539 = 12

The list continues.
SMILES | SNB-75 | U251 | SF-268 | NCI-H23 | CAKI-1 | A498 | SF-539 | SNB-19 | SF-295
CN(C)c1ccc2nc3ccc(N)cc3[n+](-c3ccccc3)c2c1 | 52&19 | 3.1*! | 7.9*! | 21&10 | -41*! | 42&68 | -30*! | 21&12 | -40*!
N#Cc1nc(-c2cc3ccccc3oc2=O)oc1NCCO | 92 | 103 | 101 | 94 | 86 | 98 | 95 | 95 | 106
C/C=C1\C[C@]23CC[C@]4(C)[C@H](CC[C@@H]5[C@@]6(C)CC[C@H](O)C(C)(C)[C@@H]6CC[C@]54C)[C@H]2[C@H](C)C1(C)OC3 | 98 | 101 | 103 | 99 | 103 | 110 | 103 | 106 | 98
N/C(=N\C(N)=N\c1nc2ccccc2s1)c1cccs1 | 43 | 104 | 88 | 89 | 64 | 67 | 102 | 107 | 98
COc1ccc(/C=C/C(=O)c2ccc(NC(=O)CSc3nnc(-c4ccccc4)o3)cc2)cc1 | 87 | 106 | 94 | 91 | / | 76 | 104 | 105 | 99
COc1ccc(-c2nc(SCC(C)C)nc(NN)c2C#N)cc1 | / | 63 | 64 | 82 | 78 | 66 | 73 | 64 | 58
Cc1ccc(S(=O)(=O)Nc2ccc3nc(C)oc3c2)cc1 | 102 | 95 | 96 | 86 | 80 | 89 | 93 | 94 | 83
CC(=O)OC1COC(NC(=O)N(CCCl)N=O)C(OC(C)=O)C1OC(C)=O (stereo not given) | 96 | 87 | 85 | 104 | / | 116 | 89 | 95 | 89
CCN(C(=O)C(c1ccccc1)C(C(=O)N(CC)c1ccccc1)c1ccccc1)c1ccccc1 (stereo not given) | 85 | 102 | 101 | 100 | 91 | 113 | 108 | 119 | 107
Cc1cccc(Cc2c(C)cc(C)c(N(CC(=O)O)S(=O)(=O)c3ccccc3)c2C)c1 | 113 | 99 | 100 | 97 | 103 | 91 | 108 | 105 | 112
CCCCC(=O)N(CC)CC | 96 | 103 | 110 | 100 | 93 | 88 | / | 118 | 99
O=C(/C=C/c1ccc(O)c(O)c1)NC1CCOC1O (stereo not given) | 92 | 95 | 100 | 104 | 93 | 109 | 96 | 99 | 101
Cc1nn(-c2ccccc2)c2ncn(CC(=O)N/N=C/c3cccc([N+](=O)[O-])c3)c(=O)c12 | 59 | 60 | 84 | 70 | 57 | 114 | 69 | 59 | 70
COc1ccc(C2OCC(C)(C)CO2)cc1OC | 102 | 95 | 101 | 98 | / | 115 | 104 | 112 | /
CCN1C2CCC1/C(=C\c1ccc(OC)cc1)C1=C2[C@@H](c2ccc(OC)cc2)C(C#N)=C(N)O1 (stereo not given in full) | 91 | / | 87 | 69 | 73 | 102 | 90 | 99 | 86
c1ccc(Nc2csc(-c3ccccn3)n2)cc1 | 97 | 106 | 98 | 101 | 91 | / | 105 | 100 | 101
O=S(=O)(Oc1ccc(-c2ccccc2)cc1)c1ccccc1 | 106&104 | 109&102 | 120&105 | 98&103 | 107&91 | 79&93 | 100&107 | 102&103 | 106&94
O=CN(SSN(C=O)C1CCCCC1)C1CCCCC1 | 109 | 109 | 103 | 115 | 101 | 116 | 102 | 100 | 105
O=[N+]([O-])c1cnc(Sc2ccncn2)c([N+](=O)[O-])c1 | 95 | 100 | 101 | 103 | 65 | 87 | 98 | 102 | /
O=c1cc(Cc2ccccc2)[nH]c(=S)[nH]1 | 92 | 112 | 97 | 101 | 89 | 117 | 98 | 100 | 99
COc1cc(NC(C)CCCN)c2ncccc2c1Sc1ccc(Cl)cc1 (stereo not given) | 49 | 39 | 71 | 86 | 50 | 56 | 76 | 78 | /
CC(=O)Nc1ccc(S(=O)(=O)O)c(OC(C)=O)c1 | 107 | 97 | 120 | 99 | / | 105 | 92 | 104 | /
CCOC(=O)C(C(=O)OCC)C(=O)C(C)(C)C | 87 | 103 | 102 | 99 | 100 | 105 | 103 | 101 | 95
C=C1C(=O)O[C@H]2[C@H]1CC/C(COC(=O)C(=O)c1cn(C)c3ccc(Cl)cc13)=C\CC[C@@]1(C)O[C@@H]21 | -98* | -95* | -65* | -60* | -76* | -97* | -71* | -75* | -65*
COc1ccc(-c2c3c(cn2Cc2ccccc2OC)-c2oncc2CCC3)cc1 | 91 | 96 | 97 | 93 | 83 | 79 | 103 | 97 | 96

Random excerpt: four records from the list.
SMILES | SNB-75 | U251 | SF-268 | NCI-H23 | CAKI-1 | A498 | SF-539 | SNB-19 | SF-295
COc1ccc(/C=C/C(=O)c2ccc(NC(=O)CSc3nnc(-c4ccccc4)o3)cc2)cc1 | 87 | 106 | 94 | 91 | / | 76 | 104 | 105 | 99
OCCCc1n(Cc2ccc3ccccc3c2)c2ccccc2[n+]1Cc1ccc2ccccc2c1 | 20 | 14 | 23 | 19 | / | 46 | 18 | 3.3* | 33
C/C=C1\C[C@]23CC[C@]4(C)[C@H](CC[C@@H]5[C@@]6(C)CC[C@H](O)C(C)(C)[C@@H]6CC[C@]54C)[C@H]2[C@H](C)C1(C)OC3 | 98 | 101 | 103 | 99 | 103 | 110 | 103 | 106 | 98
COC(=O)[C@]12CC[C@@H](/C(C)=N/O)[C@@H]1[C@H]1CC[C@@H]3[C@@]4(C)CC/C(=N/O)C(C)(C)[C@@H]4CC[C@@]3(C)[C@]1(C)CC2 | 74 | 90 | 80 | 86 | 49 | / | 88 | 92 | 91

Other compounds:
SMILES | SNB-75 | U251 | SF-268 | NCI-H23 | CAKI-1 | A498 | SF-539 | SNB-19 | SF-295
CN1C(=O)c2ccc(NC(=O)COc3cccc4ccccc34)cc2C1=O | 129 | 99 | 98 | 110 | 104 | 113 | 96 | 112 | 328
O=c1[nH]c2ccc(Cl)cc2cc1CSc1ccc(Nc2nccc(-c3ccc4ccccc4c3)n2)cc1 | 107 | 46 | 68 | 82 | 97 | 119 | 94 | 72 | 111
CCOC(=O)c1ccc(NC(=S)NC(=O)c2cccc(NC(=O)C(C)C)c2)cc1 | 86 | 64 | 85 | 52 | 89 | 106 | 95 | 75 | 71
Cc1cc(C)c(C#N)c(OCC2CCCO2)n1 (stereo not given) | 97 | / | 115 | 105 | 88 | 108 | 108 | 103 | 103
COc1ccc(C2CC(=O)Nc3c2c(C)nn3-c2nc3ccccc3[nH]2)cc1 (stereo not given) | 103 | 103 | 48 | 99 | 101 | 42 | / | 113 | 86
O=C1c2ccccc2C(=O)c2cc(Cn3cc[n+](Cc4ccc5c(c4)C(=O)c4ccccc4C5=O)c3)ccc21 | 104 | 118 | 100 | 91 | 97 | 140 | 102 | 99 | 104
Cc1cc(C)nc(SCC(=O)Nc2cccc(N=Cc3ccccc3O)c2)n1 | 82 | 95 | 99 | 98 | 81 | 83 | 100 | 93 | 102
O=C(/C=C/c1ccc(F)cc1)c1ccc(-n2cc(CN3CCN(c4cc5c(cc4F)c(=O)c(C(=O)O)cn5C4CC4)CC3)nn2)cc1 | 97 | 109 | 93 | 100 | 99 | 100 | 105 | 93 | 96
CC1CC2CCCCC2CC1=O (stereo not given) | 93 | 97 | 98 | 105 | 98 | 70 | 98 | 98 | 98
C[C@]12CC[C@H](O)C[C@@H]1CC[C@@H]1[C@@H]2CC[C@]2(C)OCCC[C@@H]12 | 81 | 98 | 113 | 104 | 96 | 99 | 99 | 102 | /
Cc1[nH]nc2ccc(-c3nc4cnc(N5CCN(C)CC5)cn4c3Nc3ccc(F)cc3Br)cc12 | 83 | 14 | 76 | 80 | 21 | 82 | -55* | 45 | 66
COc1cc(/C=C2/N=C(c3cnccn3)N(c3cccc4cccnc34)C2=O)ccc1O | 68 | 97 | 98 | 92 | 90 | 69 | 100 | 94 | 96
O=C1CCc2c(sc3[nH]c(=S)n(-c4ccc(OC(F)(F)F)cc4)c(=O)c23)C1 | 27 | 22 | 26 | 14 | 84 | 107 | 19 | 17 | 17
Nc1ccccc1C1CCCCC1 | 89 | 100 | 93 | 101 | 94 | 95 | 100 | 109 | 101
CCn1cc(C(=O)O)c(=O)c2cc(F)c(N3CCN(C(=O)C(C)Br)CC3)cc21 (stereo not given) | 102 | 92 | 98 | 100 | 99 | 74 | 85 | 95 | 112
CC(=O)Nc1ccc(S(C)(=O)=O)cc1 | 109 | 102 | 102 | 104 | 95 | 109 | 113 | 103 | 102
CCCCC(CC)CCC(CC(C)C)NC(=S)NC(CCC(CC)CCCC)CC(C)C (stereo not given) | 90 | / | 99 | 90 | 85 | 100 | 106 | 87 | 84
C=CCSc1nnc(NC(=O)CCl)s1 | 103 | 92 | 92 | 94 | 93 | 90 | 101 | 90 | 101
CCN(CC)CCCNc1cccc2c(SCc3ccccc3)ccnc12 | 87 | 49 | 24 | 69 | 59 | 76 | 81 | / | 61
O=C(/C=C/c1ccc2c(c1)OCO2)c1ccccc1 | 82 | 51 | 85 | 80 | 98 | 94 | 84 | 73 | 96
